PTHR1 ag = qHTS for PTHR1 Agonists: Primary Screen; Parathyroid hormone/parathyroid hormone-related peptide receptor (Homo sapiens), Q03431; Potency, µM (series often up to 115 µM), for the others: top-dose activation, actives largely listed as activators; AID 743266, 2014; HEK293 GP2 PTHR1 cells, GloSensor cAMP luminescence, 1 h; hit rate 0.075% among 410,000; further: potency means the concentration at half of the fitted maximal effect; nearly all actives have a fitted effect of over 55% in size; some results filed as inactive show a strong effect at the top dose; inactives centre near -15; many of its hits are not listed in these tables
Target sequence (Q03431 whole entry, looked up): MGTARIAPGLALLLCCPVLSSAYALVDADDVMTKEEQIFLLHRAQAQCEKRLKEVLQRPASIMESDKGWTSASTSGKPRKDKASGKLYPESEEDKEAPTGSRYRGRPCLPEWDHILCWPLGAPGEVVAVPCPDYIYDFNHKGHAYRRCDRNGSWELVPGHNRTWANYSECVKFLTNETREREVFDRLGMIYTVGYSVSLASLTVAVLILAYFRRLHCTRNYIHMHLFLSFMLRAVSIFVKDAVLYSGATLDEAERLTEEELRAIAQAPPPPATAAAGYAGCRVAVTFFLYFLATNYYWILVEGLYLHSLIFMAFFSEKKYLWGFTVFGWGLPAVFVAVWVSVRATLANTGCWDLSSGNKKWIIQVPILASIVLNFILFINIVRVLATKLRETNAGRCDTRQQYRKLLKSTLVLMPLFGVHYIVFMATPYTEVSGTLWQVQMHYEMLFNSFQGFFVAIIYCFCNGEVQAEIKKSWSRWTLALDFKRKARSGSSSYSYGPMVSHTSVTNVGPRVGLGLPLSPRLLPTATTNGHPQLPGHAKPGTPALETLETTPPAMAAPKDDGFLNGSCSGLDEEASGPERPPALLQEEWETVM
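HEK-293-derived GP2 cells expressing PTHR1 and a GloSensor cAMP reporter, 3,000/well, plated overnight, given luciferin plus IBMX (each 0.5 mM as added) for 1 h at 37 °C, then compound for 1 h at 37 °C. Luminescence was read after 15 min at room temperature.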
aSyn rescue = qHTS of alpha-syn Inhibitors | Yeast expressing alpha-synuclein, growth rescue, BacTiter-Glo, 24 h | Potency, µM (doses to about 46.1 µM), for inactives: top-dose growth rescue (activation), actives largely listed as activators | hit rate 0.14% among 370,000 | AID 652106, 2013; further: potency means the concentration at half of the fitted maximal effect; % of control where 0% means no effect; nearly all actives have a fitted effect of over 65% in size
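Screening used galactose-induced yeast with toxic alpha-synuclein levels, exposed to compound for 24 hr at 30 deg C. Cell growth, read with BacTiter-Glo luminescence, gave the measured signal.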
TDP-43 yeast inh = qHTS of TDP-43 Inhibitors | TDP-43 expressing yeast growth rescue, BacTiter-Glo, 24 h | hit rate 1.8% among 410,000 | Potency, µM (titrated, usually from 46.1 µM), for inactives: at the highest dose growth rescue (activation), actives largely listed as activators | AID 652104, 2013; further: potency means the concentration at half of the fitted maximal effect; % of control where 0% means no effect; nearly all actives have a fitted effect of over 50% in size
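Readout is BacTiter-Glo luminescence of cell growth, so inhibitors register as activators. TDP-43-expressing yeast at OD600=0.02 in galactose medium, after raffinose pregrowth to mid-log, were incubated with compound for 24 hr at 30 deg C.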
Mm-Cpn inhibitor = Inhibitors of TCP-1 ring complex (TRiC) of Methanococcus maripaludis (MmCpn): qHTS; Potency, µM (titrated, usually from 76.9 µM), for the others: at the highest dose activity, negative = inhibition, usual class: inhibitors; Chaperonin Mm-Cpn (Methanococcus maripaludis); hit rate 0.031% among 330,000; AID 504842, 2011; purified Mm-Cpn ATPase, ADP Transcreener TR-FRET; further: potency means the concentration at half of the fitted maximal effect; on the % scale 0 is the no-effect control and ±100 the full control effect; nearly all actives have a fitted effect of over 80% in size
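Purified archaeal Mm-CPN (25nM final) preincubated 10 min at 37degC with compound, then 10uM ATP for 30 min at 37degC; ADP measured by HTRF Transcreener TR-FRET; buffer 30 mM TRIS pH 7.4, 100mM KCl, 5mM MgCl2, 1mM DTT.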
GLP-1R inv ag = qHTS of GLP-1 Receptor Inverse Agonists (Inhibition Mode). Glucagon-like peptide 1 receptor (Homo sapiens), P43220. HEK293 GLP-1R CRE-luciferase, luminescence, 24 h; GLP-1R form is constitutively active. Potency, µM (top dose mostly 38.3 µM), inactives show top-dose activity change, negative = inhibition, hits mostly inhibitors. hit rate 1.6% among 410,000; further: potency means the concentration at half of the fitted maximal effect; on the % scale 0 is the no-effect control and ±100 the full control effect; nearly all actives have a fitted effect of over 55% in size
Target sequence (P43220 whole entry, looked up): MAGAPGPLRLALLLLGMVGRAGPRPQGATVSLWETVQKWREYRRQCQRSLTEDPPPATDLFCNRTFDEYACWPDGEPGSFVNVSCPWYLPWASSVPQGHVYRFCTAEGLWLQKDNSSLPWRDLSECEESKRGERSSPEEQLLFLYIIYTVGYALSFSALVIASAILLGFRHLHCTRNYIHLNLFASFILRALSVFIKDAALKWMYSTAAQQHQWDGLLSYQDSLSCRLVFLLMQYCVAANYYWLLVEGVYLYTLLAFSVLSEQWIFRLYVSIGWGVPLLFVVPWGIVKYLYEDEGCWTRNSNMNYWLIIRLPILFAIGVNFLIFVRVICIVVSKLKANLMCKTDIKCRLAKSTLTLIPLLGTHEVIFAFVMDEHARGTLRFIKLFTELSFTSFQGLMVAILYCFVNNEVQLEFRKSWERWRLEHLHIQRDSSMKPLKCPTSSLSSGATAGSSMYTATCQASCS
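Stable HEK293 clone (constitutively active GLP-1R + cAMP-response luciferase); 200 cells/uL plated, 12 h pre-culture, compound 24 hr, 37 deg C/5% CO2; detection reagent 12 min RT; luminescence.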
FUS yeast rescue = qHTS for Suppressors of FUS Proteinopathy: Primary screen using FUS-linked yeast assay. hit rate 0.24% among 390,000. Potency, µM (series often up to 76.6 µM), for the others: at the highest dose growth rescue (activation), actives largely listed as activators. AID 1347120, 2019. S. cerevisiae FUS-expressing, growth rescue, OD600, 24 h;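 further: potency means the concentration at half of the fitted maximal effect; plate controls were DMSO vehicle for no effect and reference control for full effect; nearly all actives have a fitted effect of over 55% in size; some results filed as inactive show a strong effect at the top dose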
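Restored growth of FUS-toxic S. cerevisiae, read as 600 nm absorbance after 24 h at 30C in galactose medium (starting OD 0.005). Controls CP55940 and DMSO.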
HEK293 tox = qHTS of GLP-1 Receptor Inverse Agonists: Cytotox Screen; HEK293 cAMP-luciferase reporter cells, luminescence, 24 h; Potency, µM (doses to about 38.3 µM), for the others: at the top dose activity change, negative = inhibition, usual class: inhibitors; hit rate 0.13% among 410,000; AID 624418, 2012;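 further: loss of luciferase light is scored as toxicity; potency means the concentration at half of the fitted maximal effect; on the % scale 0 is the no-effect control and ±100 the full control effect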
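Seeding density was 200 cells/uL; after overnight-length (12 h) culture, 23 nL compounds went on for 24 h at 37 °C. Readout used a luciferase detection reagent, luminescence taken after 12 min at room temperature.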
Abeta yeast res = qHTS for compounds that reverse cellular toxicity of Amyloid beta (A-beta) peptide in yeast: Primary Screen. hit rate 0.063% among 410,000. AID 1347071, 2019. Potency, µM (series often up to 46.1 µM), for the others: at the highest dose growth rescue, hits mostly activators. yeast expressing A-beta42, growth rescue, OD600, 48 h; response scale: 0% DMSO, 100% iron-clioquinol control; further: potency means the concentration at half of the fitted maximal effect; nearly all actives have a fitted effect of over 55% in size
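Yeast growth medium received pinned compounds, then yeast cells expressing toxic A-beta were added; plates incubated at 30 C for 48 hr. Growth read as absorbance at 600 nm, normalized to DMSO and equimolar FeCl3 plus clioquinol controls.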
pAkt inh = HTS Assay for Inhibitors of Akt Phophorylation: Primary Screen; hit rate 0.32% among 360,000; Neuro2A IGF-stimulated pAkt S473 HTRF, 20 min; hits give low values; AID 651550, 2012; activity change, % for hits at 50 µM; in the data active means activity change below about -80%; inconclusive means mostly about -51% to -80%; further: on the % scale 0 is the no-effect control and ±100 the full control effect
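Single-point screen (50 µM final compound) in Neuro2A cells stimulated 20 min with 6 nM IGF at 37 deg C. After lysis, Ser473-phosphorylated Akt read by HTRF (ex 330 nm, em 615/665 nm) as the 665/615 ratio.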
* marks the source's active call; other numbers are inactive results; i = inactive; ? = inconclusive; . = not tested or not shown; [ ] = dose if it differs, or a comment. Unless noted, the call rests on the fitted dose curve; in most records, active means well fitted curve in the direction sought with a large enough effect; inconclusive means small, poorly fitted or top-dose-only effect, or another doubt; inactive means no such curve, though single readings can be large; an effect the other way counts as inactive or inconclusive.

SMILES	PTHR1 ag	aSyn rescue	TDP-43 yeast inh	Mm-Cpn inhibitor	GLP-1R inv ag	FUS yeast rescue	HEK293 tox	Abeta yeast res	pAkt inh
Cc1ccc(Nc2nc(OC(C(F)(F)F)C(F)(F)F)nc(N3CCOCC3)n2)cc1	i	11%	21%	0%	?	-6%	3%	21%	i
CC1CCCN(S(=O)(=O)c2ccc3[nH]c4c(c3c2)CCCC4)C1 (configuration not stated)	i	26%	-7%	1%	?	17%	-18%	14%	i
O=C(Cc1ccc(Cl)cc1)NCC(=O)N1CCCCCC1	i	0%	8%	2%	-11%	-8%	-10%	-2%	i
COc1ccc(C)cc1NC(=O)CSc1nnc(-c2ccc(C)cc2)o1	-89%[inhibitor]	-7%	0%	-11%	23%	3%	-17%	21%	i
CSCc1c(C(=O)OCC(=O)NC2CCCCC2)oc2ccccc12	i	-1%	7%	2%	-9%	-5%	5%	-3%	i
CS(=O)(=O)N(Cc1ccccc1)c1ccc(C(=O)Nc2ccccc2Sc2ccccc2)cc1	i	0%	7%	-3%	2%	-1%	15%[1.53 µM]	1%	i
CC(=O)c1c(C)[nH]c(C(=O)OCC(=O)c2ccc3c(c2)NC(=O)CO3)c1C	i	8%	5%	-8%	16%	17%	-7%	-13%	i
Cc1ccc(S(=O)(=O)NCCCCCC(=O)Nc2nccs2)cc1	0%[57.5 µM]	5%	-13%	3%	1%	6%	17%	-13%	i
O=C(Cc1ccccc1)NNC(=O)c1cccs1	-3%[57.5 µM]	2%	-19%	-4%	1%	-19%	-8%	8%	i
Cc1ccnc2nc(C(=O)OCC(=O)NCCc3ccc(Cl)cc3)nn12	i	1%	10%	1%	7%	.	-6%	-3%	i
CCN1CCN(c2ncc3c(n2)CCN(Cc2ccc(OC(C)C)cc2)C3)CC1	i	.	17%	.	10µM*	-11%	-7%	10%	.
Cc1ccc(/C(N)=N/OC(=O)N2c3ccccc3Sc3ccccc32)cc1	?	-9%	7%	.	?	2%	53%[activator]	26%	i
COc1ccc(C2=NC(C)(C)Cc3cc(OC)c(OC)cc32)cc1OC	i	0%	16%	-1%	124%[activator]	16%	-9%	-3%	i
O=c1oc2ccccc2c2c1ncn2-c1ccccc1	i	-2%	-15%	0%	41%[activator]	18%	5%	14%	i
O=C(c1csc2c1CCCC2)N1CCCCC1	2%	17%	-13%	1%	1%	25%	-2%	27%	i
Cc1ccccc1-n1c(=O)n(CCc2ccccc2)c(=O)c2[nH]cnc21	i	2%	12%	3%	11%	8%	-6%	-4%	i
C[C@@H]1CN([C@H](C)CO)S(=O)(=O)c2ccc(Br)cc2O[C@H]1CN(C)C(=O)C1CCCCC1	-27%	-1%	23%	.	4%	2%	2%	0%	i
Fc1ccc(-c2cn(-c3ccccc3)c3[n+]2CCS3)cc1	-8%	1%	-19%	-1%	?	10%	0%	-16%	i
O=C(Cn1c(=O)n(Cc2ccc(C(=O)NCc3ccc4c(c3)OCO4)cc2)c(=O)c2ccccc21)Nc1cccc(Cl)c1	i	.	4%	.	0%	34%	-14%	-9%	.
Cc1n[nH]c(=O)nc1NCc1ccc(Cl)cc1	i	0%	0%	-3%	4%	-4%	4%	1%	i
CC1CCCN(C(=O)COC(=O)c2cc([N+](=O)[O-])ccc2N2CCOCC2)C1 (configuration not stated)	i	0%	-20%	-6%	62%[activator]	12%	-13%	7%	i
Cc1onc(-c2c(F)cccc2Cl)c1C(=O)Nc1ccc(Cl)c(S(=O)(=O)N(C)C)c1	i	1%	24%	-4%	?	30%	5%	-11%	i
CCOc1ccc(C(=O)CN2CCN(S(=O)(=O)c3ccc(Cl)cc3)CC2)cc1	-7%	-12%	-9%	-1%	?	14%	-6%	-24%	i
COc1cccc(NC(=O)CSc2nc(O)c(C)c(=O)n2-c2ccc(C)cc2)c1	-36%[inhibitor]	0%	0%	1%	9%	?	4%	-19%	i
CC(C)c1ccccc1NC(=O)COC(=O)c1ccc(Cl)c(S(=O)(=O)N2CCCCCC2)c1	-37%	3%	29%	1%	0%	.	-23%	-10%	i
CC(=O)N1CCCC(C)(C(=O)Nc2cccc(OC(C)C)c2)C1 (configuration not stated)	-24%	-2%	23%	.	8%	-16%	6%	-6%	i
COc1ccc2[nH]cc(C=O)c2c1	i	0%	21%	0%	15%	1%	-12%	-7%	i
C=CCNC(=O)CN1C(=O)CSc2ccc(S(=O)(=O)N3CCOCC3)cc21	-11%	0%	5%	.	-2%	-33%	-5%	4%	i
COc1ccc2sc3ccccc3c(=O)c2c1OC	-12%[57.5 µM]	4%	2%	0%	89%[activator]	42%	36%[activator]	-10%	i
COc1ccc(C(=O)C2CCCN(C(=O)C3=CCCC3)C2)c(C)c1 (configuration not stated)	-29%	-2%	13%	-1%	-34%	9%	-7%	4%	i
Cc1cnc(C(=O)OCC(=O)c2ccc(F)c(F)c2)cn1	i	3%	-5%	6%	6%	-7%	2%	-2%	i
Cc1csc(NC(=O)CSc2nc(C)nc3c2c(=O)n(C)c(=O)n3C)n1	-9%	-6%	7%	-1%	-10%	-31%	-6%	4%	i
Cc1ccc(S(=O)(=O)NC(CC(C)C)C(=O)Nc2nccs2)cc1 (configuration not stated)	i	5%	11%	2%	17%	-7%	-1%	6%	i
COCC(=O)NC1(c2nnnn2CCOC(=O)Nc2ccc(Cl)cc2)CCCCC1	-12%	-1%	0%	1%	-7%	7%	-3%	-8%	i
Cc1csc(C2=C(O)CN(CCc3ccccc3)C2=N)n1	i	1%	-14%	?	10%	10%	3%	-1%	i
O=C(/C=C/c1cn(-c2ccccc2)nc1-c1ccccc1)Nc1ccc(C(=O)O)cc1	-94%[inhibitor]	6%	-18%	1%	0%	23%	4%	5%	i
CCOc1cc(-c2sc(Nc3ccc(CC)cc3)n[n+]2-c2ccccc2)ccc1OC	-21%	-21%	18%	?	9%	32%	8%	7%	i
CCc1ccc(NC(=O)CCc2nc3ccccc3[nH]2)cc1	i	-11%	-8%	0%	0%	-1%	3%	4%	i
O=C(C1CC1)N1CCc2cc(Br)cc(S(=O)(=O)NCCCN3CCCC3)c21	4%[57.5 µM]	-3%	-8%	-3%	2%	48%	8%	5%	i
Cc1ccc(CCNC(=O)c2ccc(CNS(=O)(=O)c3ccc(F)cc3)cc2)cc1	i	.	-1%	.	-24%	2%	0%	-16%	.
Cc1cc(C)c2c(=O)cc(CSCC(=O)Nc3ccccc3Cl)[nH]c2c1	-36%[inhibitor]	.	19%	.	-18%	-8%	3%	1%	.
CCc1cc2c(=O)n(-c3ccccc3)c(SCC(N)=O)nc2s1	-8%	0%	2%	-5%	1%	-7%	-10%	-11%	i

An excerpt from above in order of molecular weight, low to high:
SMILES	PTHR1 ag	aSyn rescue	TDP-43 yeast inh	Mm-Cpn inhibitor	GLP-1R inv ag	FUS yeast rescue	HEK293 tox	Abeta yeast res	pAkt inh
COc1ccc2[nH]cc(C=O)c2c1	i	0%	21%	0%	15%	1%	-12%	-7%	i
O=C(c1csc2c1CCCC2)N1CCCCC1	2%	17%	-13%	1%	1%	25%	-2%	27%	i
O=c1oc2ccccc2c2c1ncn2-c1ccccc1	i	-2%	-15%	0%	41%[activator]	18%	5%	14%	i
CCc1ccc(NC(=O)CCc2nc3ccccc3[nH]2)cc1	i	-11%	-8%	0%	0%	-1%	3%	4%	i
Cc1csc(C2=C(O)CN(CCc3ccccc3)C2=N)n1	i	1%	-14%	?	10%	10%	3%	-1%	i
COc1ccc(C2=NC(C)(C)Cc3cc(OC)c(OC)cc32)cc1OC	i	0%	16%	-1%	124%[activator]	16%	-9%	-3%	i
Cc1ccc(/C(N)=N/OC(=O)N2c3ccccc3Sc3ccccc32)cc1	?	-9%	7%	.	?	2%	53%[activator]	26%	i
Cc1csc(NC(=O)CSc2nc(C)nc3c2c(=O)n(C)c(=O)n3C)n1	-9%	-6%	7%	-1%	-10%	-31%	-6%	4%	i
COc1cccc(NC(=O)CSc2nc(O)c(C)c(=O)n2-c2ccc(C)cc2)c1	-36%[inhibitor]	0%	0%	1%	9%	?	4%	-19%	i
CCOc1cc(-c2sc(Nc3ccc(CC)cc3)n[n+]2-c2ccccc2)ccc1OC	-21%	-21%	18%	?	9%	32%	8%	7%	i

Screening results from PubChem.

This is a subset; rates above refer to the full screens.
